UDG counter: blocks uracil-DNA glycosylase in AID counter-screen. FRET deamination/UDG coupled assay, UDG read, 4 h. Potency, µM (top dose mostly 115 µM), for the others: top-dose activity change, negative = inhibition, most hits filed as inhibitors. 91,000 tested, 0.14% active; further: nearly all actives have a fitted effect of over 65% in size
AID inh: inhibitors of human activation induced cytidine deaminase | Q9GZX7 | AID deamination FRET fluorescence, UDG-coupled, 4 h | Potency, µM (doses to about 115 µM), without a hit: at the top dose activity change, negative = inhibition, usual class: inhibitors | 91,000 tested, 0.32% active; further: nearly all actives have a fitted effect of over 25% in size
Target sequence (Q9GZX7 whole entry, looked up): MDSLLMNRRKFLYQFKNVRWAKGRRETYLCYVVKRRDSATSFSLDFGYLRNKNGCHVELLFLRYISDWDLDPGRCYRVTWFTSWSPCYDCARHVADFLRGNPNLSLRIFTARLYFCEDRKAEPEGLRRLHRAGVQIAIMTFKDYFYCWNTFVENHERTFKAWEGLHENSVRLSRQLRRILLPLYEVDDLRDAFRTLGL
* marks the source's active call; other numbers are inactive results; ? = inconclusive; [ ] = remark or other dose. The call rests on the fitted dose curve; in most records, active means well fitted curve in the direction sought with a large enough effect; inconclusive means small, poorly fitted or top-dose-only effect, or another doubt; inactive means no such curve, though single readings can be large; an effect the other way counts as inactive or inconclusive. On the % scale 0 is the no-effect control and ±100 the full control effect; potency means the concentration at half of the fitted maximal effect. Some of the compounds tested. The share of hits here may be higher or lower than overall.

SMILES	UDG counter	AID inh
COc1ccc(N(CC(=O)NC(C)c2ccccc2)S(=O)(=O)c2c(C)nn(C)c2C)cc1 (configuration not stated)	-2%	10%
CCCn1nc(C(=O)N(C)Cc2cccs2)c2ccccc2c1=O	-3%	5%
CCN(C(=O)c1cc2cc(Br)cc(OC)c2oc1=O)c1ccccc1	3%	-20%
COc1ccc(NC(=O)CSCc2ccc(Cl)cc2)c(OC)c1	-10%	-13%
CC(=O)Nc1ccc(OCC(=O)N/N=C/C(C)C)cc1	5%	2%
COc1ccc(N2CCN(S(=O)(=O)c3ccc(F)c(C(=O)Nc4ccccc4Cl)c3)CC2)cc1	9%	37%[activator]
CCOC(=O)c1[nH]c(C)c(C(C)=O)c1C	3%	1%
Cc1c(CC(=O)N2CCCCC2)c(=O)oc2c(C)c3occ(C(C)(C)C)c3cc12	9%	4%
CC1(C)CC(NC(=O)Nc2ccc(OCC(F)(F)F)cc2)CC(C)(C)N1	-4%	-9%
COc1ccc(Nc2ncnc3c2nc2n3CCCCC2)cc1	-6%	22%
Fc1ccc(-c2csc(-c3nc(-c4ccc(Br)s4)cs3)n2)cc1	14%	4%
O=C(OCC1CCCO1)c1ccc2c(c1)N(Cc1ccc(F)cc1)C(=O)c1ccccc1S2(=O)=O (configuration not stated)	7%	-6%
COc1ccc(C)cc1NC(=O)CCc1c(C)nn(-c2ccc(N3CCCCC3)nn2)c1C	-9%[57.5 µM]	-15%
COc1cc2c(cc1OC)C(c1ccc(F)cc1)N(c1ccccc1)C(=O)C2 (configuration not stated)	0%	3%
Cc1ccccc1CNC(=O)c1oc2c(c1C)-c1nn(Cc3ccc(Cl)cc3)cc1CC2	-10%[57.5 µM]	34%[activator]
O=C(COC(=O)CCc1c[nH]c2ccccc12)NCCc1ccccc1	4%	-3%
O=C(Nc1nc2c(Cl)cccc2s1)c1ccc(S(=O)(=O)N2CCc3ccccc32)cc1	-5%	-17%
CCN(CCCNC(=O)CSc1cc(=O)n(CC)c2ccccc12)c1cccc(C)c1	?	?
CC(C)c1ccc(CNc2n[nH]c(-c3ccco3)n2)cc1	-5%	19%
COC(=O)c1cc(-c2ccc(C)cc2)c2c(=O)n(C)c(=O)n(C)c2n1	0%	-2%
Cc1ccccc1CN1CCC(CNc2ncnc3onc(-c4ccc(F)cc4)c23)CC1	?	-28%
Cc1ccc(OCC(=O)Nc2cccc(OCc3cc(=O)n4cccc(C)c4n3)c2)cc1C	-16%	?
COc1ccc(Nc2c(-c3cc(Br)ccc3O)nc3ncccn23)cc1OC	16%	66%[activator]
CCOc1ccc(N(CC)C(=O)c2cc3c(s2)-c2ccc(Cl)cc2SC3)cc1	-17%[57.5 µM]	?
CCc1ccc(-c2nn(C)c(=O)c3c2CCCC3)cc1S(=O)(=O)Nc1cccc(F)c1	-3%	-7%
CCOC(=O)c1ccc(N2C(=O)c3[nH]nc(-c4ccc(C)cc4)c3C2c2cccs2)cc1 (configuration not stated)	1%	9%
Cn1c(=O)cc(SCC(=O)N2CCN(c3ccc(F)cc3)CC2)c2ccc(Cl)cc21	0%	3%
Cc1ccccc1C(=O)Nc1cccc(NC(=O)c2ccc(C(C)(C)C)cc2)c1	-2%	?
Clc1ccc(-c2noc(-c3cccnc3NCc3ccco3)n2)cc1	-28%	-12%
Cc1nn(-c2nc3c(c(=O)n(CC(=O)C(C)(C)C)c(=O)n3C)n2C)c(C)c1C	0%	3%
COc1ccccc1NC(=O)CSc1nnc2c(n1)[nH]c1ccccc12	-10%[57.5 µM]	12%[57.5 µM]
CCNc1nc2c(c(=O)[nH]c(=O)n2C)n1CCOC	4%	13%
Cc1ccc(NCc2cccn2-c2nnc(N3CCC(C(=O)NCc4ccccc4C)CC3)s2)cc1	-9%	-10%
COc1cccc(C2C=C(c3ccc(C)cc3)Nc3c(C(=O)Nc4ccc(F)cc4)cnn32)c1OC (configuration not stated)	-21%	86%[activator]
CCc1ccc(N2C(=O)CSC23C(=O)N(Cc2cccc(OC)c2)c2ccccc23)cc1 (configuration not stated)	-7%	?
Cc1ccc(C2(c3ccc(O)cc3)CCCCC2)cc1	-6%	-4%

Single values from the list:
UDG counter result of `Cc1ccc(NCc2cccn2-c2nnc(N3CCC(C(=O)NCc4ccccc4C)CC3)s2)cc1` is entered as -9%
AID inh result of `Cc1nn(-c2nc3c(c(=O)n(CC(=O)C(C)(C)C)c(=O)n3C)n2C)c(C)c1C` is entered as 3%
UDG counter result of `Cc1ccc(C2(c3ccc(O)cc3)CCCCC2)cc1` is entered as -6%
UDG counter result of `COc1cccc(C2C=C(c3ccc(C)cc3)Nc3c(C(=O)Nc4ccc(F)cc4)cnn32)c1OC` (configuration not stated) is entered as -21%

Further entries:
SMILES	UDG counter	AID inh
Cc1ccccc1CNC(=O)c1cnc2sc(N3CCOCC3)nn2c1=O	3%	-9%
COc1ccc(C(=O)/C=C/c2ccccc2OCC#N)c2ccccc12	-9%	-24%
COc1cc(C2C3=C(CCCC3=O)Nc3c(C#N)cnn32)cc(OC)c1O (configuration not stated)	0%	6%
COc1cccc(OC/C(=N\O)c2ccc(OCC(N)=O)cc2O)c1	8%	3%
Cn1c(=O)oc2cc(S(=O)(=O)N3CCC(C(=O)N4CCN(c5ccccc5F)CC4)CC3)ccc21	-4%	-10%
O=C(NN=C1CCCCCC1)c1cc(-c2cccs2)nc2ccccc12	-13%	-7%
Cc1cnc(=O)[nH]c1SCC(=O)Nc1nc2ccccc2s1	-15%	-39%
COc1ccc2c(c1)c(C(C(=O)O)N1CCC(C(=O)O)CC1)cn2CC(=O)O (configuration not stated)	-6%	6%
Fc1ccccc1Cn1c(-c2ccccc2)nc2ccccc21	?	45µM*
COc1ccc(NC(=O)CCN2CCN(CCO)CC2)c(OC)c1	-12%[57.5 µM]	17%[57.5 µM]
O=C(COC(=O)c1cccc(S(=O)(=O)N2CCCC2)c1)Nc1ccc(Cl)cn1	-3%	3%
O=C(COC(=O)C(Cc1ccccc1)N1C(=O)C2C3C=CC(C4CC34)C2C1=O)c1ccc(Oc2c(Cl)cccc2[N+](=O)[O-])cc1 (configuration not stated)	-8%	1%

Reprinted from the part before: 4 compounds, then new ones.
SMILES	UDG counter	AID inh
Fc1ccccc1Cn1c(-c2ccccc2)nc2ccccc21	?	45µM*
COc1ccc(NC(=O)CCN2CCN(CCO)CC2)c(OC)c1	-12%[57.5 µM]	17%[57.5 µM]
O=C(COC(=O)c1cccc(S(=O)(=O)N2CCCC2)c1)Nc1ccc(Cl)cn1	-3%	3%
O=C(COC(=O)C(Cc1ccccc1)N1C(=O)C2C3C=CC(C4CC34)C2C1=O)c1ccc(Oc2c(Cl)cccc2[N+](=O)[O-])cc1 (configuration not stated)	-8%	1%
O=C(CSc1nc2ccccc2nc1Cc1ccccc1)N1CCc2ccccc21	-5%	0%
CCN(CC)c1nn2c(=O)c(C(=O)NCCc3ccccc3C)cnc2s1	-13%	?
COc1ccc(NC(=O)c2cc3c(=O)n(Cc4cccnc4)ccc3nc2C)cc1Cl	12%	8%
Cc1ccccc1Cn1c(C)c(CNCCCc2ccccc2)c(C(=O)O)c1C	-6%	-8%
COc1ccc(-c2cc(C(F)(F)F)nc(SCCC(=O)Nc3cc(C)ccc3O)n2)cc1	-1%	-8%
COc1cccc(CNC(=O)c2ccc(C(F)(F)F)cc2)c1	1%	5%
O=C(Cn1ncc2c3ccccc3n(Cc3ccccc3F)c2c1=O)N1CCCCC1	-1%	?
CC(=O)c1c(C)[nH]c2ccccc12	-6%	0%
c1ccc(OCCNc2nc(-c3cccnc3)nc3ccccc23)cc1	0%	-5%
CCOC(=O)c1c(-c2ccc(Br)cc2)csc1NC(=O)c1ccc(C(C)(C)C)cc1	-9%	9%
COc1cc(C(=O)Nc2cc(C)ccc2OCc2cc(=O)n3c(C)csc3n2)cc(OC)c1OC	4%[57.5 µM]	2%
c1ccc2sc(CCCCc3nc4ccccc4s3)nc2c1	-9%	-15%
CCCn1nc(C(=O)NCCc2cccs2)c2ccccc2c1=O	-4%	1%
Cc1cccc2c(N)ccnc12	-2%	-4%
CCOc1cc(-c2nc(-c3ccc(-c4ccc(C)cc4)nc3OC)no2)cc(OCC)c1OCC	19%	6%
C#CCNC(=O)NCc1ccc(C(=O)NC)cc1	-1%	1%
CSCCC(NS(=O)(=O)c1ccc2c(c1)oc(=O)n2C)C(=O)Nc1ccc(C)cc1Cl (configuration not stated)	0%	-4%
COc1ccc(/C=C/C(=O)c2ccc3ccccc3c2OC(F)F)cc1	-12%	-14%
Cc1ccc(S(=O)(=O)CC(=O)Nc2nc3c(C)cccc3s2)cc1	-4%	-7%
O=C(Cc1c[nH]c2ccccc12)NCc1ccccc1OC(F)F	-2%	5%
Cc1cc(C(C)(C)C)cc(C)c1CS(=O)Cc1ccccc1F (configuration not stated)	2%	-9%
Cc1cc(Cl)ccc1OC(C)C(=O)N/N=C(\CCC(=O)O)c1ccccc1 (configuration not stated)	8%	-3%
COc1ccc(-n2nc(-c3ccc(C)cc3)c3cnc4cc(F)c(F)cc4c32)cc1	15%	18%
CC(=O)c1ccc(N2CCN(C(=O)Nc3ccc(C)cc3)CC2)cc1	-7%	-4%
Cc1cccc(C(=O)Nc2ccc(S(=O)(=O)N(Cc3ccccc3)c3ccccc3)cc2)c1	-13%[57.5 µM]	6%[57.5 µM]
COC(=O)c1sc2cccc(F)c2c1S(=O)(=O)Nc1cc(OC)cc(OC)c1	51%[activator]	9%
COc1ccc(C(=O)N2N=C(c3ccco3)CC2c2ccc3nccnc3c2)cc1 (configuration not stated)	-1%	-1%
Cc1c(C(=O)N2CCN(c3ccccc3)CC2)oc2c1C(=O)CC(C)(C)C2	-3%	-9%
COc1cccc(-c2nc(SCC(=O)Nc3ccc4c(c3)OCCO4)c(-c3ccccc3)[nH]2)c1	15%	12%
COc1ccccc1OCCCCn1c(C2CC(=O)N(c3ccccc3Cl)C2)nc2ccccc21 (configuration not stated)	-13%	?
CC(=O)Nc1cc(-c2nc3ccccc3o2)ccc1Cl	46%[activator]	-3%
COc1cccc(C(=O)NCCc2csc3nc(-c4ccccc4F)nn23)c1OC	5%	-6%
COCCNC(=O)CN1C(=O)c2cccnc2Sc2ccccc21	-3%	33%[activator]
CCC(CC)C(CNC(=O)NCc1cccc(C)n1)N1CCOCC1 (configuration not stated)	0%	-9%
CC(=O)N1c2ccccc2CC1C(=O)N1CCN(c2cccc(C)c2C)CC1 (configuration not stated)	-15%	?
Cc1ccc(-c2nc3sccn3c2Nc2ccc(C)c(C)c2)cc1	-5%	38%[activator]
CC(Sc1cc(Cl)ccc1Cl)C(=O)NCCC(=O)N1CCCCC1 (configuration not stated)	7%	-4%
Cc1cc(NC(=O)c2ccc(Cl)cc2)n(CCC#N)n1	-4%	-10%
N#Cc1ccc(COC(=O)c2ccccc2-c2ccccc2C#N)cc1	2%	-10%
COc1cccc(CNC(=O)c2ccc3nc(-c4ccc(F)cc4)c(-c4ccc(F)cc4)nc3c2)c1	?	-10%
COc1ccc(C2c3c(oc4ccc(Cl)cc4c3=O)C(=O)N2CCCN(C)C)cc1OC (configuration not stated)	4%	29%
Cc1cnc2c(S(=O)(=O)N(C)CC3CCCCC3)cccc2c1	-11%	-14%
COC(=O)CCNCc1ccccc1	0%	7%
CN(C)S(=O)(=O)c1ccc(Cl)c(C(=O)Nc2ccc(Cl)c3cccnc23)c1	-2%	17%
Cc1nccn1CCc1nc2cc(NC(=O)C3CCCCC3)ccc2n1C	0%	11%
C#CCN(Cc1ccc(C)cc1)C(=O)CCC(=O)CCC(=O)c1ccc(C)s1	-16%	3%
CCc1cccc(NC(=O)CC(C)C)c1	-1%	2%
Cc1cc(=O)c2cc(C(=O)Nc3cccc(C)c3C)ccc2[nH]1	4%	-4%
COCC(C)NC(=O)c1cn(C)nc1-c1ccc2c(c1)OCCCO2 (configuration not stated)	-4%	-1%
Cc1nc2ccc(Cl)cc2cc1C(=O)NCC(=O)N1CCCCC1	7%	5%
Cn1cnc2c1c(=O)n(CC(=O)NCc1ccc(F)cc1)c(=O)n2C	6%	4%
COc1ccc(NC(=O)CCSc2nc(-c3ccco3)cc(C(F)(F)F)n2)cc1OC	-1%	0%
CC(C)c1ccccc1NC(=O)c1ccc(Cl)cc1F	4%	1%
O=C(CCCc1cccs1)NC1CC1	2%	-1%
COc1cc(OC)cc(-c2nc3nc(C)c(CCC(=O)NCCC(C)C)c(C)n3n2)c1	6%	1%
CCC1CCc2nc3sc(C(=O)Nc4ccc(F)cc4F)c(N)c3cc2C1 (configuration not stated)	-3%	4%
CCOC(=O)C(NC(=O)/C=C/c1ccc(C)cc1Br)C(=O)OCC	3%	10%
CC1CCN(C(=O)c2cc(-c3ccc(Br)cc3)on2)CC1	-13%[57.5 µM]	-1%[57.5 µM]
Cc1nnc(NC(=O)C2(c3ccc(F)cc3)CCC2)s1	1%	-1%
CCOc1ccc(-c2cc(C(=O)NCc3ccc(OCC)c(OC)c3)[nH]n2)cc1	11%	1%

Already shown: entries from further up.
SMILES	UDG counter	AID inh
Cc1nnc(NC(=O)C2(c3ccc(F)cc3)CCC2)s1	1%	-1%
CCOc1ccc(-c2cc(C(=O)NCc3ccc(OCC)c(OC)c3)[nH]n2)cc1	11%	1%

The list goes on:
SMILES	UDG counter	AID inh
COc1cc(SC)ccc1C(=O)OC(C(=O)c1ccccc1)c1ccccc1 (configuration not stated)	-5%	-1%
CN(C)/C=C\C(=O)c1ccc(Br)cc1	17%	-6%
Cc1cc(C)cc(-n2c(C)c(C)n3c4c(=O)[nH]c(=O)n(C)c4nc23)c1	11%	-12%
CCCNC(=O)C(CC)n1nc(CC)n2c(cc3oc(C)cc32)c1=O (configuration not stated)	-17%	-7%
Cn1c(=O)[nH]c(=O)c2c1nc(N(CCO)Cc1ccccc1)n2Cc1ccccc1Cl	-1%	-11%

Screening results (PubChem BioAssay)
